ATXN2 expr inh – ATXN2 expression inhibition; HEK-293 ATXN2-luciferase reporter, luminescence, 24 h; Potency, µM (highest dose often 57 µM), inactives show at the highest dose activity change, negative = inhibition, usual class: inhibitors; 0.72% of 360,000 active; note: potency is the fitted concentration of half-maximal effect; % is set by controls: 0 for no effect and ±100 for the full control effect; nearly all actives have a fitted effect of over 55% in size
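qHTS (up to 57 uM final) was run with 24 h compound exposure of reporter cells at 37 °C. Each well was multiplexed: SteadyGlo luminescence measured ATXN2-luciferase expression after a fluorogenic Gly-Phe-AFC viability readout (25 uM final).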
S2 tox – cell viability loss in ATXN counter-screen; S2 cells (HEK-293 line with an ATXN2-luciferase reporter) viability, CellTiter-Fluor protease fluorescence, 24 h; Potency, µM (highest dose often 56.7 µM), actives largely listed as cytotoxic; 0.49% of 400,000 active; note: potency is the fitted concentration of half-maximal effect; nearly all actives have a fitted effect of over 40% in size
MCF10A rerep – inducers of DNA re-replication in MCF 10A breast cells. MCF 10A DNA re-replication, Hoechst nuclear intensity, 48 h. 2.9% of 350,000 active. Potency, µM (series often up to 46.1 µM), for the others: top-dose activity, positive = re-replication, most hits filed as activators; note: potency is the fitted concentration of half-maximal effect; % of control where 0% means no effect; nearly all actives have a fitted effect of over 50% in size
IL-1B inflam inh – inhibitors of inflammasome signaling (IL-1 beta secretion); 4.7% of 360,000 active; activity change, % at 57.5 µM; THP-1 LPS/ATP IL-1B secretion, AlphaLISA, 16 h; stronger effect = lower value; AID 743279; in the data active = activity change below about -50%; inconclusive = mostly about -30% to -49%; note: % is set by controls: 0 for no effect and ±100 for the full control effect
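THP-1 cells pretreated 1 hr with compounds (up to 57.5 uM final), then stimulated with LPS (250 ng/mL final) plus ATP (1.25 mM final); secreted IL-1B measured by AlphaLISA after 16 hr, decreased signal indicating inhibition.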
HT1080 IDH1KD tx – HT-1080 IDH1 knockdown cell toxicity (counter line) | HT-1080 IDH1 knockdown viability, ATP luminescence, 48 h | 2% of 360,000 active | Potency, µM (top dose mostly 46.1 µM), inactives show at the top dose activity, negative = toxicity, usual class: cytotoxic;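 note: potency is the fitted concentration of half-maximal effect; 0% = DMSO wells and -100% = cell-free medium wells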
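Luminescent ATP read-out (CellTiter-Glo, 10 min at room temperature) after 48 h compound exposure at 37 °C gave viability of IDH1-knockdown HT-1080 cells. Activity was normalised to DMSO and cell-free wells, then fitted as concentration-response curves.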
HepG2 viability – counter-screen for TGF-b inhibitors: cytotoxicity in HepG2 cells | HepG2 CAGA-GFP viability, ATP luminescence, 18 h | Potency, µM (titrated, usually from 46.1 µM), for the others: top-dose activity change, negative = cytotoxicity, hits mostly cytotoxic | 0.76% of 410,000 active | AID 588856; note: potency is the fitted concentration of half-maximal effect; some results filed as inactive show a strong effect at the top dose
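CellTiter-Glo luminescence gave cytotoxicity after 18 hours at 37 degrees C. The cells were HepG2 CAGA-GFP in 1% FBS DMEM, stimulated with 500 pg/mL TGF-beta after compound addition. %Activity was normalised to no-cell wells (complete cell-killing) and DMSO (no toxicity), and curves were fitted and classified.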
SW480 rereplic – inducers of DNA re-replication in SW480 colon cancer cells; SW480 DNA re-replication, Hoechst DNA content imaging, 48 h; Potency, µM (titrated, usually from 46.1 µM), for the others: at the highest dose re-replication activation, hits mostly activators; 1.8% of 340,000 active; AID 624297; note: potency is the fitted concentration of half-maximal effect; % of control where 0% means no effect; nearly all actives have a fitted effect of over 55% in size
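Hoechst fluorescence of nuclei (405 nm excitation, 500-530 nm emission) measured by plate-scanning imager after 48 hr compound exposure at 37 C; re-replication scored as increased number of nuclei with elevated intensity.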
HT1080-NT tox – kills 2HG-producing HT-1080-NT fibrosarcoma cells; Potency, µM (titrated, usually from 46.1 µM), for inactives: top-dose activity, negative = less viability, most hits filed as cytotoxic; HT-1080-NT fibrosarcoma viability, CellTiter-Glo ATP luminescence, 48 h; 1.6% of 360,000 active;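 note: NT is the 2HG producing partner of a matched IDH1 knockdown line; potency is the fitted concentration of half-maximal effect; 0% = DMSO-treated cells and -100% = media-only wells without cells; nearly all actives have a fitted effect of over 55% in size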
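HT-1080-NT; 750 cells/well; 5% FBS RPMI; 48 h compound, 37 degrees C; CellTiter-Glo luminescence; curve fitting and curve-class assignment.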
KB-3-1 tox – kills parental KB-3-1 adenocarcinoma cells; KB-3-1 viability, CellTiter-Glo ATP luminescence, 72 h; Potency, µM (highest dose often 46.1 µM), for inactives: at the highest dose activity change, negative = cytotoxic, usual class: cytotoxic; 1.4% of 400,000 active; AID 1347075; note: potency is the fitted concentration of half-maximal effect; % is set by controls: 0 for no effect and ±100 for the full control effect; nearly all actives have a fitted effect of over 60% in size
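Cells are dispensed, compounds pinned in, plates held at 37 °C for 72 h, then CellTiter-Glo is added and luminescence read after 10 minutes. Cell line: parental KB-3-1 in phenol-red-free DMEM, 10% FBS.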
* marks the source's active call; other numbers are inactive results; [ ] = dose if it differs, or a comment. Unless noted, calls come from the whole dose curve; as a rule, active = well fitted curve in the direction sought with a large enough effect; inconclusive = small, poorly fitted or top-dose-only effect, or another doubt; inactive = no such curve, though single readings can be large; an effect the other way counts as inactive or inconclusive.

How did Fc1ccc(-n2c(=S)[nH]c3cccnc32)cc1 do in these assays?
ATXN2 expr inh: -13%; S2 tox: inactive; MCF10A rerep: 12%; IL-1B inflam inh: 18; HT1080 IDH1KD tx: 0%; HepG2 viability: -12%; SW480 rereplic: 2%; HT1080-NT tox: -1%; KB-3-1 tox: -14%

How did COc1ccc(CC(=O)Nc2nnc(-c3cccc([N+](=O)[O-])c3)s2)cc1 do in these assays?
ATXN2 expr inh: 1%; S2 tox: inactive; MCF10A rerep: 3%; IL-1B inflam inh: -17; HT1080 IDH1KD tx: 16%; HepG2 viability: -72%; SW480 rereplic: -5%; HT1080-NT tox: 19%; KB-3-1 tox: 18%

Results for CCOc1cc(C2C3=C(CCCC3=O)NC3=C2C(=O)CCC3)cc(Cl)c1O ?
ATXN2 expr inh: 2%; S2 tox: inactive; MCF10A rerep: 1%; IL-1B inflam inh: 10; HT1080 IDH1KD tx: 13%; HepG2 viability: 2%; SW480 rereplic: 0%; HT1080-NT tox: 13%; KB-3-1 tox: 8%

Results for CCOc1ccc(OCCC(=O)N(CC)CC(=O)Nc2ccccc2C(F)(F)F)cc1 ?
ATXN2 expr inh: -6%; S2 tox: inconclusive; MCF10A rerep: 2%; IL-1B inflam inh: 1; HT1080 IDH1KD tx: 1%; HepG2 viability: -2%; SW480 rereplic: -40%[inhibitor]; HT1080-NT tox: 0%; KB-3-1 tox: 11%

Results for O=C(NCCCO)/C(=C/c1ccc(-c2cccc([N+](=O)[O-])c2)o1)NC(=O)c1ccccc1 ?
ATXN2 expr inh: 2%; S2 tox: inactive; MCF10A rerep: 1%; IL-1B inflam inh: -17; HT1080 IDH1KD tx: inconclusive; HepG2 viability: -20%; SW480 rereplic: -8%; HT1080-NT tox: -29%; KB-3-1 tox: 16%

What do the screens show for `C=C(C)c1cccc(C(C)(C)NC(=O)N2CCN(c3ccc(OC)cc3)CC2)c1`?
ATXN2 expr inh: 0%; S2 tox: inactive; MCF10A rerep: 0%; IL-1B inflam inh: -12; HT1080 IDH1KD tx: 22%; HepG2 viability: 3%; SW480 rereplic: 8%; HT1080-NT tox: 6%; KB-3-1 tox: 2%

How did N=C1C=CC=C2C1=NC1(CCCCC1)N2O do in these assays?
ATXN2 expr inh: -5%; S2 tox: inconclusive; MCF10A rerep: -4%; IL-1B inflam inh: -12; HT1080 IDH1KD tx: 7%; HepG2 viability: -6%; SW480 rereplic: 0%; HT1080-NT tox: -22%; KB-3-1 tox: 5%

How did CCCc1nnc(NC(=O)CSc2nc3ccccc3[nH]2)s1 do in these assays?
ATXN2 expr inh: 16%[11.3 µM]; S2 tox: inactive; MCF10A rerep: 5%; IL-1B inflam inh: -109*; HT1080 IDH1KD tx: 0%; HepG2 viability: 7%; SW480 rereplic: inconclusive; HT1080-NT tox: -2%; KB-3-1 tox: -2%

How did S=C(NCCc1ccc(Cl)cc1)NC1CC1 do in these assays?
ATXN2 expr inh: 5%; S2 tox: inactive; MCF10A rerep: -21%[9.22 µM]; IL-1B inflam inh: 12; HT1080 IDH1KD tx: 11%; HepG2 viability: -5%; SW480 rereplic: 19%; HT1080-NT tox: 11%; KB-3-1 tox: -10%

Results for Cn1c(NC(=O)c2ccccc2)cc(=O)n(C)c1=O ?
ATXN2 expr inh: -3%; S2 tox: inactive; MCF10A rerep: -1%; IL-1B inflam inh: -9; HT1080 IDH1KD tx: 1%; HepG2 viability: -45%; SW480 rereplic: -1%; HT1080-NT tox: 1%; KB-3-1 tox: 10%

Ordered by heavy-atom count (descending): 3 of the compounds above.
Results for O=C(NCCCO)/C(=C/c1ccc(-c2cccc([N+](=O)[O-])c2)o1)NC(=O)c1ccccc1 ?
ATXN2 expr inh: 2%; S2 tox: inactive; MCF10A rerep: 1%; IL-1B inflam inh: -17; HT1080 IDH1KD tx: inconclusive; HepG2 viability: -20%; SW480 rereplic: -8%; HT1080-NT tox: -29%; KB-3-1 tox: 16%

What do the screens show for `C=C(C)c1cccc(C(C)(C)NC(=O)N2CCN(c3ccc(OC)cc3)CC2)c1`?
ATXN2 expr inh: 0%; S2 tox: inactive; MCF10A rerep: 0%; IL-1B inflam inh: -12; HT1080 IDH1KD tx: 22%; HepG2 viability: 3%; SW480 rereplic: 8%; HT1080-NT tox: 6%; KB-3-1 tox: 2%

Results for CCOc1cc(C2C3=C(CCCC3=O)NC3=C2C(=O)CCC3)cc(Cl)c1O ?
ATXN2 expr inh: 2%; S2 tox: inactive; MCF10A rerep: 1%; IL-1B inflam inh: 10; HT1080 IDH1KD tx: 13%; HepG2 viability: 2%; SW480 rereplic: 0%; HT1080-NT tox: 13%; KB-3-1 tox: 8%

Further results
How did CC1CCC(C(C)C)C(OC(=O)COC(=O)c2cc(O)ccc2N)C1 (configuration not stated) do in these assays?
ATXN2 expr inh: -38%; S2 tox: inconclusive; MCF10A rerep: 23µM*; IL-1B inflam inh: -80*; HT1080 IDH1KD tx: inconclusive; HepG2 viability: -100%; SW480 rereplic: 26µM*; HT1080-NT tox: inconclusive; KB-3-1 tox: 2%

Results for COc1ccc(Cl)cc1N/C(N)=N/c1nc(CSc2ccc(C)cc2)cc(=O)[nH]1 ?
ATXN2 expr inh: -3%; S2 tox: inconclusive; MCF10A rerep: inconclusive; IL-1B inflam inh: 50; HT1080 IDH1KD tx: -3%; HepG2 viability: -9%; SW480 rereplic: -4%; HT1080-NT tox: 4%; KB-3-1 tox: -15%

What do the screens show for `CCOC(=O)CCc1c(C)nc2ncnn2c1C`?
ATXN2 expr inh: 1%; S2 tox: inactive; MCF10A rerep: -1%; IL-1B inflam inh: 0; HT1080 IDH1KD tx: inconclusive; HepG2 viability: 6%; SW480 rereplic: -10%; HT1080-NT tox: 0%; KB-3-1 tox: -9%

How did CC(NC(=O)COc1ccccc1)C(=O)NC1=NCCS1 (configuration not stated) do in these assays?
ATXN2 expr inh: 5%; S2 tox: inactive; MCF10A rerep: -15%; IL-1B inflam inh: -56*; HT1080 IDH1KD tx: -23%; HepG2 viability: -22%; SW480 rereplic: 28%; HT1080-NT tox: 0%; KB-3-1 tox: -7%

What do the screens show for `CC(C)NC(=O)C1(C)CCN1C(=O)c1ccccc1` (configuration not stated)?
ATXN2 expr inh: 3%; S2 tox: inactive; IL-1B inflam inh: 3; HT1080 IDH1KD tx: 0%; HepG2 viability: 2%; HT1080-NT tox: 29%; KB-3-1 tox: 0%

How did COc1ccc(CCNS(=O)(=O)c2cccc3nsnc23)cc1OC do in these assays?
ATXN2 expr inh: -3%; S2 tox: inactive; MCF10A rerep: -8%; IL-1B inflam inh: -9; HT1080 IDH1KD tx: 23%; HepG2 viability: -6%; SW480 rereplic: 0%; HT1080-NT tox: 10%; KB-3-1 tox: -2%

What do the screens show for `Cn1c(C(=O)N2CCCC(C(=O)NCc3cccs3)C2)cc2sccc21` (configuration not stated)?
ATXN2 expr inh: 4%; S2 tox: inactive; MCF10A rerep: 18%; IL-1B inflam inh: 0; HT1080 IDH1KD tx: -7%; HepG2 viability: -1%; SW480 rereplic: 1%; HT1080-NT tox: 11%; KB-3-1 tox: -5%

Results for O=C(O)c1ccccc1-c1ccccc1C(=O)NCc1ccco1 ?
ATXN2 expr inh: -5%; S2 tox: inactive; MCF10A rerep: 3%; IL-1B inflam inh: 10; HT1080 IDH1KD tx: -1%; HepG2 viability: -5%; SW480 rereplic: 0%; HT1080-NT tox: -1%; KB-3-1 tox: 1%

What do the screens show for `CC(OC(=O)C1CCN(S(=O)(=O)c2ccc3c(c2)OCCO3)CC1)C(=O)NC1(C#N)CCCCC1` (configuration not stated)?
ATXN2 expr inh: -3%; S2 tox: inactive; MCF10A rerep: 1%; IL-1B inflam inh: 19; HT1080 IDH1KD tx: -1%; HepG2 viability: -10%; SW480 rereplic: 10%; HT1080-NT tox: -3%; KB-3-1 tox: 0%

What do the screens show for `Cc1ccc(NC(=S)N(Cc2cccc(Br)c2)CC2CCC(C(=O)O)CC2)cc1Cl` (configuration not stated)?
ATXN2 expr inh: -9%; S2 tox: inactive; MCF10A rerep: 17%; IL-1B inflam inh: 24; HT1080 IDH1KD tx: -6%; HepG2 viability: 0%; SW480 rereplic: -2%; HT1080-NT tox: -5%; KB-3-1 tox: -2%

How did COc1ccc(NC(=S)Nc2ccccc2)cn1 do in these assays?
ATXN2 expr inh: -4%; S2 tox: inactive; MCF10A rerep: -3%; IL-1B inflam inh: -11; HT1080 IDH1KD tx: inconclusive; HepG2 viability: 12%; SW480 rereplic: -7%; HT1080-NT tox: inconclusive; KB-3-1 tox: 5%

What do the screens show for `CN(c1ccccc1)c1nc(N)c([N+](=O)[O-])c(Nc2cccc(F)c2)n1`?
ATXN2 expr inh: 2%; S2 tox: inconclusive; MCF10A rerep: 14%; IL-1B inflam inh: 53; HT1080 IDH1KD tx: -15%; HepG2 viability: -24%; SW480 rereplic: -12%; HT1080-NT tox: -13%; KB-3-1 tox: -20%

How did CCCn1c(=N)c(S(=O)(=O)c2ccc(F)cc2)cc2c(=O)n3ccccc3nc21 do in these assays?
S2 tox: inconclusive; MCF10A rerep: inconclusive; IL-1B inflam inh: 6; HT1080 IDH1KD tx: -3%; HepG2 viability: -6%; SW480 rereplic: inconclusive; HT1080-NT tox: 1%; KB-3-1 tox: -3%

What do the screens show for `CS(=O)(=O)c1cccc(NC(=O)CSc2nnc3n2CCCCC3)c1`?
ATXN2 expr inh: 1%; S2 tox: inactive; MCF10A rerep: -3%; IL-1B inflam inh: 4; HT1080 IDH1KD tx: 1%; HepG2 viability: -3%; SW480 rereplic: -9%; HT1080-NT tox: 5%; KB-3-1 tox: 13%

What do the screens show for `Cc1ccc(NC(=O)COC(=O)c2ccnn2C)cc1`?
ATXN2 expr inh: 14%; S2 tox: inactive; MCF10A rerep: 2%; IL-1B inflam inh: -13; HT1080 IDH1KD tx: inconclusive; HepG2 viability: 1%; SW480 rereplic: -4%; HT1080-NT tox: 11%; KB-3-1 tox: 4%
